Screens from PubChem BioAssay.
Vif-A3G inh = Vif-A3G binding inhibition. HeLa A3G-eYFP + Vif (tagged APOBEC3G with the HIV-1 protein that degrades it), YFP fluorescence, overnight. 0.076% of 410,000 active. AID 602310. Q9HC16. Potency, µM (titrated, usually from 46.1 µM), for the others: at the highest dose activity, negative = active, most hits filed as inhibitors;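 note: potency is the fitted concentration of half-maximal effect; % is set by controls: 0 for no effect and ±100 for the full control effect; nearly all actives have a fitted effect of over 60% in size; hits raise eYFP signal because A3G escapes Vif-driven loss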
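HeLa cells stably expressing Vif and C-terminally eYFP-tagged A3G, seeded overnight at 37 deg C, then exposed to compound by pintool overnight at 37 deg C. Rise in yellow fluorescence (Ex 488/Em 500-530, Acumen) marks blocked Vif-driven A3G degradation.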
RXFP1 ag = agonists of human relaxin receptor RXFP1 | 0.3% of 370,000 active | Q9HBX9 | HEK293T-RXFP1 cAMP TR-FRET, 30 min; response scale: percent of porcine relaxin response, buffer zero | Potency, µM (highest dose often 57.5 µM), without a hit: at the highest dose activation, actives largely listed as activators; note: potency is the fitted concentration of half-maximal effect; % is set by controls: 0 for no effect and ±100 for the full control effect; nearly all actives have a fitted effect of over 60% in size; many of its hits are not listed in these tables
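Agonist response is measured as cAMP accumulation in an RXFP1-transfected HEK293T line under PDE4 inhibition. Values are scaled between buffer-only and 29 nM porcine relaxin, and EC50s come from standard Hill equation fits.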
PI4K2A block = PI4K2A (human) kinase inhibition | Q9BTU6 | purified PI4K2A, ADP-Glo luminescence, 1 h; active compounds read low | activity change, negative = inhibition, % at 76.9 µM | 0.13% of 420,000 active; in the data active = activity change below about -50%; inconclusive = mostly about -30% to -49%;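 note: -100% = wells without enzyme as full effect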
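Compounds are screened against recombinant PI4K2A using PI as substrate and ATP, the latter dispensed at 300 microM. Reactions run one hour at ambient temperature before ADP-Glo detection; full inhibition defined by wells lacking enzyme.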
GRP78 ERSR act = inducers of ER stress response in human glioma cells; 0.02% of 420,000 active; U87-MG GRP78 promoter luciferase reporter, 16 h; AID 602332; Potency, µM, inactives show at the top dose activation, hits mostly activators; note: potency is the fitted concentration of half-maximal effect; series mostly up to about 76 µM; % of control where 0% means no effect; nearly all actives have a fitted effect of over 35% in size
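Stably transfected U87-MG human glioma cells carrying a GRP78-based luminescent sensor were seeded at 1000 cells/well, pin-dosed with compounds and incubated 16 h. Luciferase reagent was then added, and end-point luminescence was read after 10 min at room temperature.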
TrxR1 substrate = rat thioredoxin reductase 1 substrate activity; O89049; purified TrxR1 substrate turnover, NADPH consumption readout; Potency, µM (top dose mostly 114 µM), without a hit: at the highest dose activity change, negative = substrate turnover; 0.01% of 390,000 active; AID 588456; note: potency is the fitted concentration of half-maximal effect; % is set by controls: 0 for no effect and ±100 for the full control effect; nearly all actives have a fitted effect of over 50% in size
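Rat TrxR1, dispensed at 90 nM, was prereduced with 400 uM NADPH (final) for 5 min at ~22 deg C, then incubated with compound 15 min before 400 uM selenite. A first-read NADPH fluorescence drop versus no-compound background flagged substrates.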
IDH1 R132H inh = inhibitors of human mutant IDH1 R132H; O75874; IDH1-R132H enzyme, NADPH consumption, diaphorase/resazurin fluorescence; Potency, µM (series often up to 76.6 µM), inactives show top-dose activity change, negative = inhibition, hits mostly inhibitors; 0.093% of 390,000 active; AID 602179; note: potency is the fitted concentration of half-maximal effect; % is set by controls: 0 for no effect and ±100 for the full control effect; nearly all actives have a fitted effect of over 65% in size
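IDH1-R132H (0.5 ug/mL) preincubated 30 min with compound, then NADPH (0.016 mM) and alpha-KG (2 mM) added; 80 min at RT, pH 7.5. Remaining NADPH coupled via diaphorase/resazurin to fluorescence (540/590 nm); concentration-response curves normalized to no-enzyme control.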
LDHA inh = LDHA (human) enzyme inhibition; P00338; AID 1347041; activity change, % (values are at about 110 or 230 µM); purified LDHA, NADH/diaphorase-resazurin fluorescence; active compounds read low; 0.15% of 480,000 active; in the data active = activity change below about -30%; inconclusive = mostly about -25% to -30%;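 note: plate controls were DMSO wells for no effect and wells without enzyme for full effect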
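Human LDH5 (2 nM) was incubated with 0.06 mM NADH and 0.2 mM pyruvate for 5 min at room temperature in Tris pH 7.4. Remaining NADH was coupled through diaphorase/resazurin, and resorufin fluorescence was read at 0 and 20 min.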
USP1-UAF1 inh = USP1/UAF1 (human) deubiquitinase inhibition. O94782. recombinant USP1/UAF1, Ub-Rhodamine cleavage fluorescence. Potency, µM (top dose mostly 57.1 µM), for the others: at the top dose activity change, negative = inhibition, actives largely listed as inhibitors. 0.23% of 390,000 active. AID 743255; note: potency is the fitted concentration of half-maximal effect; % is set by controls: 0 for no effect and ±100 for the full control effect; nearly all actives have a fitted effect of over 60% in size; inactives centre near -12
Target sequence (O94782 whole entry, looked up): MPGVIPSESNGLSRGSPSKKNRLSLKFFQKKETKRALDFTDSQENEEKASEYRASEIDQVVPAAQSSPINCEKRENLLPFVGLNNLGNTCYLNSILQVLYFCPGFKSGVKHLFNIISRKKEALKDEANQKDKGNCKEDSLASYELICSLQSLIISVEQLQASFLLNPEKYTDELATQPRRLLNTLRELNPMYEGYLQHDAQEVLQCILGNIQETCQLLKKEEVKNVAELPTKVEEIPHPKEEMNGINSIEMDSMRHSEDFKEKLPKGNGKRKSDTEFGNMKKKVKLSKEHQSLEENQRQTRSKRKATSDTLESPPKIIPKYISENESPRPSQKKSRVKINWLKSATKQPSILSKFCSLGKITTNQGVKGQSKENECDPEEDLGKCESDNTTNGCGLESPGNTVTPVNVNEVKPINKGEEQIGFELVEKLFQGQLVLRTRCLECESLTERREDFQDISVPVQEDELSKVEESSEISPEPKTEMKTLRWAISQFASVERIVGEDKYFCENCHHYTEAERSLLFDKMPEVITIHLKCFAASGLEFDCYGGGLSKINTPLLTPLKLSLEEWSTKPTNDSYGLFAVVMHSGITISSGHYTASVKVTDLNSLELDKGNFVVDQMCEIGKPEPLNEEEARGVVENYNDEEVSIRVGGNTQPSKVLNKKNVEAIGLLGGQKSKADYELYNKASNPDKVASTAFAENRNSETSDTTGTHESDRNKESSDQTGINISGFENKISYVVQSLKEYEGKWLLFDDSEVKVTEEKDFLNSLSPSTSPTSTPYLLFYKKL
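USP1/UAF1 complex at 1 nM was preincubated with compound for 15 min at room temperature, then Ub-Rho substrate (150nM final) was added. Fluorescence (480/540 nm) was read kinetically, 6 reads every 60 seconds.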
Vif-A3F inh = inhibitors of Vif-A3F interaction; HeLa A3F-eYFP + Vif (tagged APOBEC3F with the HIV-1 protein that degrades it), YFP fluorescence increase; AID 602313; 0.2% of 390,000 active; Potency, µM (titrated, usually from 46.1 µM), inactives show at the highest dose activity, negative = active; note: potency is the fitted concentration of half-maximal effect; % of control where 0% means no effect; nearly all actives have a fitted effect of over 65% in size
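Fluorescence increase (Ex 488/Em 500-530) after overnight compound treatment at 37 deg C flags inhibition of Vif-driven A3F-eYFP loss in stable HeLa A3F-eYFP/Vif cells seeded overnight beforehand.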
An asterisk follows results filed as active; ? = inconclusive; / = not tested or not shown; [ ] = another dose, or the depositor's remark. Unless noted, calls come from the whole dose curve; as a rule, active = well fitted curve in the direction sought with a large enough effect; inconclusive = small, poorly fitted or top-dose-only effect, or another doubt; inactive = no such curve, though single readings can be large; an effect the other way counts as inactive or inconclusive. Only part of the results is shown; count on the stated rates, not on these rows.

SMILES	Vif-A3G inh	RXFP1 ag	PI4K2A block	GRP78 ERSR act	TrxR1 substrate	IDH1 R132H inh	LDHA inh	USP1-UAF1 inh	Vif-A3F inh
CC(C)c1ccc(C(=O)CC2(O)C(=O)N(CCc3ccccc3)c3ccc(Cl)cc32)cc1 (centres undefined)	-17%	6.2%	-2	15%	6%	16%	7	-25%	-6%
Cc1cccc(C(=O)N2CCCC(Nc3ccc(C(C)C)cc3)C2)n1 (centres undefined)	3%	-0.8%	3	0%	-1%	-14%	-3	-15%	0%
COc1ccc2c(c1)c(N1CCCC1=O)c(C(=O)Nc1ccc(Cl)cc1C)n2C	-1%	0.4%	-2	-4%	0%	3%	0	-31%	0%
COc1ccccc1N(CC(=O)NCCSCc1ccco1)S(=O)(=O)c1ccccc1	2%	-4.5%	2	-3%	-1%	2%	-4	-6%	-5%
Cc1nc(Nc2ccc3c(c2)OCCO3)c2nnn(Cc3ccccc3Cl)c2n1	-12%	0.0%	-7	-7%	7%[57.1 µM]	3%	1	?	-1%
Cc1[nH]c(C)c(S(=O)(=O)N2CCCCC2C)c1C(=O)N1CCCC1 (centres undefined)	1%	1.6%	6	-3%	-16%	-4%	-14	-16%	2%
O=C(CCNC(=O)c1ccccc1)NNC(=O)c1ccccc1Br	1%	/	-1	-1%	3%	1%	0	-19%	-1%
COc1ccc(CNC(=O)CSCc2nc(-c3ccccc3C)oc2C)cc1	0%	1.0%	0	-1%	-10%	21%	3	-3%	0%
O=C(CCOc1ccccc1)Nc1ccc(Cl)c(S(=O)(=O)N2CCOCC2)c1	2%	-1.1%	-3	-2%	-1%	-1%	-13	-19%	0%
CC1(C(=O)Nc2cccc(C(F)(F)F)c2)Cc2c(-c3cccc(C(F)(F)F)c3)ccnc2O1 (centres undefined)	-8%	/	-4	0%	/	/	2	/	/
O=C(CNCC1CCCO1)NCc1ccco1 (centres undefined)	3%	3.4%	0	-3%	-16%[57.1 µM]	7%	-16	-16%	3%
COc1cccc(N2CCN(C(=O)c3cc4c(=O)n(Cc5cccs5)ccc4nc3C)CC2)c1	-2%	-0.3%	4	-3%	0%[57.1 µM]	-12%	5	-8%	3%
CCc1cccc(NC(=O)c2cc(S(=O)(=O)N(C)C)ccc2N2CCCC2)c1	-4%	-0.1%	0	15%	7%[57.1 µM]	-1%	-7	-19%	0%
CC(=O)Nc1cccc2ncccc12	0%	0.5%	0	-3%	1%	3%	-1	5%	4%
Fc1ccc(N2CCN(C(c3cccs3)c3nnnn3CCc3ccccc3)CC2)cc1 (centres undefined)	-2%	0.3%	3	-6%	0%	2%	0	-24%	-1%
COc1cccc(NC(=O)C2CC(=O)N(Cc3ccc(C)cc3)C2)c1 (centres undefined)	0%	-4.1%	-6	-1%	-8%	-12%	-6	-6%	-5%
COc1c(C(=O)NC(=S)Nc2nnn(C)n2)cc2ccccc2c1Br	1%	-2.2%	1	-5%	-8%	8%	14	-5%	-12%
CCN(CC(=O)Nc1c(F)cccc1F)C(=O)C1CCN(S(=O)(=O)c2ccccc2C(=O)OC)CC1	-1%	/	2	-5%	-4%	-1%	1	-4%	-1%
CCOC(=O)c1c(NC(=O)c2cc(=O)c3cc(Cl)ccc3o2)sc(C)c1C	-2%	0.4%	0	-3%	-9%	5%	-1	6%	1%
COc1ccc(CSc2nncn2N)cc1[N+](=O)[O-]	0%	-0.1%	-2	-4%	7%[57.1 µM]	-1%	-2	-18%	-20%
Cc1ccc2c(=O)cc(C(=O)Nc3sc4c(c3C(=O)NCc3ccco3)CCCC4)oc2c1C	-2%	-0.1%	4	-3%	2%	-13%	0	-17%	1%
CN1CC(=O)N(CC(=O)Nc2ccc(N3CCOCC3)cc2)C1=O	2%	-0.8%	0	-1%	4%	-3%	-5	-13%	9%
COc1ccccc1C(=O)NCCC(=O)N(C)CC(=O)Nc1ccc(N2CCOCC2)cc1	-1%	-1.1%	-3	-3%	-5%	1%	-1	-6%	4%
COc1cccc(NC(=O)CCc2nc(-c3cc(OC)c(OC)c(OC)c3)no2)c1	2%	-0.6%	1	0%	-14%	24%	0	-17%	2%
CCCCN1C[C@H](CSC)[C@@H](CC(=O)NC)C1=O	-10%	/	-3	-1%	/	8%	-3	-20%	3%

Exported in CSV form: entries from further up.
SMILES,Vif-A3G inh,RXFP1 ag,PI4K2A block,GRP78 ERSR act,TrxR1 substrate,IDH1 R132H inh,LDHA inh,USP1-UAF1 inh,Vif-A3F inh
COc1ccccc1C(=O)NCCC(=O)N(C)CC(=O)Nc1ccc(N2CCOCC2)cc1,-1%,-1.1%,-3,-3%,-5%,1%,-1,-6%,4%
COc1cccc(NC(=O)CCc2nc(-c3cc(OC)c(OC)c(OC)c3)no2)c1,2%,-0.6%,1,0%,-14%,24%,0,-17%,2%
CCCCN1C[C@H](CSC)[C@@H](CC(=O)NC)C1=O,-10%,/,-3,-1%,/,8%,-3,-20%,3%

The results go on:
SMILES	Vif-A3G inh	RXFP1 ag	PI4K2A block	GRP78 ERSR act	TrxR1 substrate	IDH1 R132H inh	LDHA inh	USP1-UAF1 inh	Vif-A3F inh
CS(=O)(=O)N(Cc1ccccc1)c1ccccc1C(=O)Nc1ccccc1C(=O)NCc1ccco1	-2%	3.8%	0	-2%	0%	8%	1	-13%	-16%
O=C1CCC(C(=O)N2CCSCC2)CN1CCc1cccc(F)c1 (centres undefined)	0%	-1.5%	0	-3%	-1%	6%	-6	-20%	6%
N#Cc1ccccc1Cn1c(=O)oc2ccccc21	1%	1.7%	0	0%	8%	-3%	-4	-20%	0%
CC1(C(=O)NC(=S)N(CCC#N)c2ccccc2)CC1(Cl)Cl (centres undefined)	2%	-2.1%	-5	-5%	-10%	1%	-5	5%	4%
CS(=O)(=O)c1nc(S(=O)(=O)c2ccc(Cl)cc2)c(NCCCN2CCOCC2)s1	-1%	8.5%	-3	-3%	-8%	16%	-4	-17%	4%
CCN(C(=O)CSc1nnc(-c2ccc(OC(F)F)cc2)n1N)C1CCS(=O)(=O)C1 (centres undefined)	0%	1.3%	-4	-7%	0%	-2%	-6	3%	-8%
O=c1c2ccccc2oc2c1ccc1ccccc12	3%	/	-6	3%	16%	14%	-2	-27%	-15%
COc1ccc(C(=O)Nn2c(CC(C)C)nc3cc(OC)c(OC)cc3c2=O)c(OC)c1	-2%	-0.4%	3	-3%	-7%	-1%	-15	-13%	2%
O=C(O)C1C2CCC(CC2)C1C(=O)O (centres undefined)	1%	/	4	-4%	-5%	8%	-11	-12%	11%
O=C(N/N=C/c1coc2ccccc2c1=O)c1cccc([N+](=O)[O-])c1	-4%	2.6%	0	-2%	10%[57.1 µM]	17%	-8	-19%	-7%
CCOC(=O)CCc1ccc(NC(=O)/C=C/c2ccc([N+](=O)[O-])o2)cc1	7.9µM*	/	-13	-14%	-7%[11.4 µM]	3%	-2	-19%	11µM*
CC1CCN(S(=O)(=O)CCNC(=O)c2ccc3c(c2)OCO3)CC1	2%	-0.9%	1	-3%	-3%[57.1 µM]	5%	-9	-10%	8%
O=C(CNC(=O)c1ccc([N+](=O)[O-])cc1)c1ccccc1	3%	1.5%	1	-2%	-2%	-2%	3	-1%	-8%
Cc1ccccc1SCCNC(=O)c1ccccc1Br	-18%	1.8%	-2	3%	-1%	5%	-6	-18%	9%
Cc1ccc(C2=NN(C(=O)COc3ncnc4ccccc34)C(c3ccco3)C2)cc1 (centres undefined)	-3%	-0.3%	2	-3%	8%	0%	-10	-22%	10%
CCCCN(C)C(=O)c1cn(-c2cccc(OC)c2)c(=O)c2ccccc12	2%	3.5%	2	-6%	-2%	-8%	1	-16%	1%
CCC(C(=O)NC1CCCC1)N(C(=O)Cn1nnc(-c2ccc(C)o2)n1)c1cnc2ccccc2c1 (centres undefined)	-12%	0.6%	4	-8%	2%	2%	1	-28%	-9%
CC(C)Oc1ccc(CNC(=O)CC(c2ccccc2)c2cc(Cl)ccc2O)cc1 (centres undefined)	-5%	1.3%	2	-5%	-3%	-2%	1	-24%	-14%
N=c1c2ccccc2nnn1-c1ccc(C(F)(F)F)cc1	2%	1.1%	4	7%	0%[57.1 µM]	7%	-6	-19%	3%
Cc1ccc(C(=O)N2CCn3c(C)ccc3C2C)cc1 (centres undefined)	3%	2.6%	0	3%	-4%[57.1 µM]	-4%	-2	-18%	-4%
O=C(/C=C/c1ccc(Cl)cc1)NC(=S)Nc1ccc(N2CCOCC2)c(Cl)c1	0%	0.8%	-8	-3%	-6%	-4%	-4	-19%	?
CCN(CC1CCCO1)C(=O)CCc1nnc(CCc2ccc(OC)cc2)o1 (centres undefined)	0%	-0.8%	3	0%	-5%	10%	-9	-6%	-8%
CCOC(=O)C1CCN(C(=O)COc2ccc([N+](=O)[O-])cc2)CC1	-7%	0.9%	4	-3%	-6%	3%	-3	-6%	-5%
NC(=O)C1CCN(c2nc(-c3ccccc3N)cs2)CC1	-2%	2.1%	-2	-4%	2%	/	0	/	-2%
O=C(NC1CCCC1)c1ccc(Cl)s1	3%	-0.7%	6	12%	-2%	-7%	-19	-11%	0%
O=C1CCCN1CC(O)CS(=O)(=O)c1ccc(Cl)cc1 (centres undefined)	-1%	-5.3%	3	-3%	5%[57.1 µM]	0%	-9	9%	0%
CCOC(=O)c1[nH]c(C)c(C(=O)OCC(=O)N2CCCCC2C)c1C (centres undefined)	-1%	-0.5%	-18	-3%	12%	3%	0	-15%	/
